# Screening data: PubChem BioAssay, Sanford-Burnham Center for Chemical Genomics
# Mdm2 MdmX PPI = inhibitors of human Mdm2-MdmX association, primary screen, cell-based, luminescence, split luciferase, SaOS-2, uHTS | Protein Mdm4 (Homo sapiens) + E3 ubiquitin-protein ligase Mdm2 (Homo sapiens), … | SaOS-2 split-luciferase Mdm2/MdmX complementation | AID 485346, 2010 | inhibition, % at 8 µM | actives 3% (n = 330,000);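 active = inhibition of at least 50% at 8 µM in the primary screen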
# 697 NFkB inh = inhibitors of PMA/ionomycin-induced NF-kB reporter, 697 cells, primary screen, B-cell NF-kB inhibitor project, cell-based, luminescence, uHTS | actives 0.33% (n = 330,000) | inhibition, % at 4 µM | 697 B-cell NF-kB luciferase reporter, 16 h; in the data active = inhibition above about 35%
# Jurkat NFkB inh = inhibitors of induced NF-kB luciferase reporter, primary screen, TCR NF-kB activation inhibitor project, cell-based, luminescence, uHTS. Jurkat, PMA/ionomycin-induced NF-kB luciferase reporter. inhibition, % at 4 µM. actives 0.53% (n = 330,000); in the data active = inhibition above about 50%
# CHOP UPR activ = activators of apoptotic CHOP UPR arm, primary screen, cell-based, CHO-CHOP luciferase reporter, luminescence, uHTS. UPR activation; percent of tunicamycin response over DMSO baseline. activation, % at 10 µM. actives 0.34% (n = 330,000). AID 449763, 2010;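 active = at 10 µM dose, activation of 40% or more, normalized to positive control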;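 note: 100% = tunicamycin at 10 µg/mL and 0% = DMSO alone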
#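 Assay system: CHO-CHOP cells, stable luciferase reporter of PERK-eIF2a-CHOP signalling / Buffer or medium: F12 plus 10% serum / Compound dosing: one dose, 10 µM in 0.5% DMSO / Times: 6 h compound treatment, 37 °C / Technique: luciferase luminescence / Read-out: % reporter activation, DMSO baseline versus tunicamycin full activation / Benchmarks: tunicamycin and DMSO controls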
# APJ antag = antagonists of human apelin receptor APJ, primary screen, CHO-K1 cells, beta-arrestin complementation, luminescence | P35414 | inhibition, % at 20 µM | actives 0.32% (n = 330,000) | AID 2521, 2010;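 active = inhibition above about 40% at 20 µM, limit read from the data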;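 note: cells challenged with 10 nM apelin-13 agonist together with compound; plate controls were apelin-13 plus DMSO wells for no effect and DMSO wells lacking apelin-13 for full effect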
# Target sequence (P35414 whole entry, looked up): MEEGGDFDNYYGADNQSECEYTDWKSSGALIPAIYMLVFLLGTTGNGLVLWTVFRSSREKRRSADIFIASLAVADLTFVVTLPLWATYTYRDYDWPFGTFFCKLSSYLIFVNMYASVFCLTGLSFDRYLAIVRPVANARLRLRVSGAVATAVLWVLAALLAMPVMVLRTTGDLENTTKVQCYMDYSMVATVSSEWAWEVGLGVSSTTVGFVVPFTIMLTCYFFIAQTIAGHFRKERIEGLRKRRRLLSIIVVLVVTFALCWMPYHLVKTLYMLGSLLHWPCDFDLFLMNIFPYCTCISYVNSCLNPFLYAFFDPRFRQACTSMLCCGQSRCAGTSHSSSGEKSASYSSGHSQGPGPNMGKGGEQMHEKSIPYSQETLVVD
# tim23-1 inh = growth inhibitors of tim23-1 mutant yeast, primary screen, luminescence, uHTS; S. cerevisiae tim23-1 growth, BacTiter-Glo luminescence, 24 h; inhibition, % at 20 µM; actives 1.3% (n = 330,000); AID 463212, 2010;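 active = growth inhibition of the mutant yeast at or above 50%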;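 note: temperature-sensitive mutant grown at 25 °C; plate controls were DMSO-treated mutant yeast for no effect and medium wells lacking yeast for full effect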
# UPR XBP1 act = activators of adaptive XBP1 UPR arm, primary screen, cell-based, CHO-XBP1 luciferase reporter, luminescence, uHTS | actives 0.33% (n = 330,000) | IRE1-XBP1 UPR activation; percent of tunicamycin response, DMSO as zero | activation, % at 20 µM;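 active = versus positive control, 20 µM dose yields 30% or more activation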;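 note: 100% = tunicamycin at 10 µg/mL and 0% = DMSO only wells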
#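 Signal: luciferase luminescence; Assay system: CHO-XBP1 luciferase reporter cells; Amount: one thousand reporter cells per well; Dosing: 20 µM single concentration, DMSO 1%; Benchmarks: high control tunicamycin 10 µg/mL final, low control DMSO vehicle only; Schedule: 6 h compound exposure at 37 °C, 5% CO2; Evaluation: percent activation relative to tunicamycin reference.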
# APJ ag = agonists of human apelin receptor APJ, primary screen, CHO-K1 cells, PathHunter beta-arrestin, luminescence; P35414; 0% DMSO wells, 100% apelin; activation, % at 20 µM; actives 0.11% (n = 330,000);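 active = activation more than six SD over the plate average, tested at 20 µM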;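 note: 0% = DMSO alone and 100% = apelin-13 at 10 nM; some results filed as inactive read as strong as hits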
#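 Assay system: CHO-K1 cells stably expressing ProLink-tagged human APJ and arrestin–beta-gal acceptor. Compound dosing: 20 µM single point, 1% DMSO. Times: 16-18 h seeding, 90 min dark compound exposure, 60 min detection. Detection: beta-gal luminescence. Evaluation: APJ–arrestin association signal. Controls: negative DMSO alone, positive Apelin-13 at 10 nM.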
# An asterisk follows results filed as active.
Structure,UPR XBP1 act,Jurkat NFkB inh,APJ antag,tim23-1 inh,APJ ag,Mdm2 MdmX PPI,CHOP UPR activ,697 NFkB inh
CC1CCC/C(=N\NC(=O)Nc2ccccc2)C1 (stereo not given),-2,-8,5,-7,2,-9,3.2,-22
Cc1ccc(C(=O)CSc2nc3ccccc3c(=O)n2-c2ccccc2)s1,0,0,2,-6,-1,-6,0.9,-25
O=C1C=C(c2cc(F)ccc2F)C[C@@H](c2ccc(F)cc2)C1,0,-12,15,25,-4,-25,1.0,-11
O=C(N/N=C/c1ccc2c(c1)OCO2)c1ccccn1,-9,-55,25,31,-4,2,-6.9,-61
COc1ccc(S(=O)(=O)NNC(=O)C23CC4CC(CC(C4)C2)C3)cc1,0,21,5,21,0,13,-2.3,7
CCc1ccccc1NC(=O)CCc1c(C)nn(-c2ccc(N3CCOCC3)nn2)c1C,-4,9,16,10,1,-12,-0.3,-13
CC1(C)CC(=O)C=C(Nc2cccc(O)c2)C1,6,8,-2,-4,-1,27,0.0,14
CCN(CC)CCCNc1nc2cc(OC)c(OC)cc2c2nc(-c3ccccc3)nn12,2,-67,-3,10,1,41,6.9,18
O=C(Cn1cnc2c(nnn2Cc2ccc(F)cc2)c1=O)Nc1ccc2c(c1)OCCO2,-3,-7,7,9,4,71*,0.8,-2
O=C(NCC(=O)N(c1cccnc1)C(C(=O)NC1CCCCC1)c1ccccc1F)c1ccco1 (stereo not given),-1,-7,3,16,1,10,0.0,3
CCN1/C(=C/c2ccc3cc(C)ccc3[n+]2CC)Sc2ccccc21,-5,96*,22,35,10,97*,-6.5,86*
COc1ccc(-c2nc3ccccc3n2OC(C)C(=O)O)cc1 (stereo not given),2,-34,9,8,-3,-4,3.1,-24
O=C(CN1CCC(C(=O)c2ccc(Cl)cc2)CC1)Nc1ccc2c(c1)OCCO2,-4,9,4,35,-2,2,-2.8,10
CCc1ccc(CN2CCC(n3nccc3NC(=O)C3CCCC3)CC2)cc1,-7,4,9,1,-5,27,-0.4,13
CCOC(=O)C1CCN(C(=O)c2ccccc2NC(C)=O)CC1,-2,11,-4,-3,-2,-2,-1.2,39*
Cc1ccc2c(c1)CCCN2C(=O)C1CCCO1 (stereo not given),2,-8,4,-4,-2,3,-1.0,2
COC(=O)c1ccc(NC(=O)CN2CCN(c3ccccn3)CC2)cc1,-1,-1,-14,12,-5,9,1.3,6
CC(=NCCc1ccccc1)C1=C(O)C(c2ccccc2)OC1=O (stereo not given),-2,7,7,23,-4,16,-1.2,5
CC(C)n1cc(NC(=O)COc2ccccc2Cl)cn1,-1,-9,-5,9,1,16,1.5,5
CCCNS(=O)(=O)c1cc2c3c(c1)CCN3C(=O)CC2,-1,0,7,5,6,-4,1.9,-31
COc1cc(C(=O)NCCCN2CCCC2=O)cc(Br)c1OCc1ccccc1,0,21,0,23,-3,22,-2.9,25
O=C(CCN1C(=O)C2C3C=CC(C3)C2C1=O)NC1CCCc2ccccc21 (stereo not given),-2,-1,12,18,4,-17,1.4,9
CC(NC(=O)C(C)N1C(=O)c2ccccc2C1=O)c1ccccc1 (stereo not given),-4,9,-3,1,1,24,0.8,13
O=C(NC1CCCC1)c1cccc2c1C(=O)c1ccc(N3CCCCC3)cc1S2(=O)=O,0,-9,8,0,1,5,1.5,8
CCOc1ccc(CCNC(=O)CN2C(=O)c3cccnc3Oc3ccc(C)cc32)cc1OCC,-1,8,-16,0,-4,-10,-1.6,-16
CC(=C/c1ccc(C(C)C)cc1)/C=N/NC(=O)Cn1nnnc1N,-2,-31,-10,7,5,-11,1.7,-37
Cc1cc2nc(C)n(CCCNC(=O)Nc3ccc(F)cc3)c2cc1C,1,16,-11,9,5,-27,-1.8,-15
COc1cc(C(=O)Oc2c(CN3CCOCC3)cc(Cl)c3cccnc23)cc(OC)c1OC,24,12,-13,24,-4,65*,62*,-3
COCC1CCCCN1C(=O)c1ccc(OC2CCN(CCc3ccccc3)CC2)cc1 (stereo not given),-3,-8,7,15,-4,24,2.1,6
Cc1ccc(NC(=O)Nc2cccc(F)c2)nc1,3,-96,15,23,0,-43,4.1,-99
COc1ccc(-c2sc3ccccc3c2/C=C/c2ccc(N)cc2)cc1,7,-8,-9,32,2,-40,5.9,-12
O=C(c1ccc(=O)[nH]c1)N1CCN(S(=O)(=O)c2ccccc2)CC1,-7,-2,20,11,0,23,-0.6,9
CCOC(=O)[C@H]1[C@H]2COc3ccc(OC)cc3[C@@H]2N2C(=O)c3cc(C)ccc3NC(=O)[C@@]12C,-4,-5,17,1,-2,30,-0.5,24
[O-]/C(=C(\C(=S)Nc1cccc2ccccc12)[n+]1ccccc1)c1ccc2c(c1)OCCO2,0,15,-12,15,2,6,1.1,26
Cc1cc(C)c2c(=O)[nH]c(SCC(=O)Nc3cccc(S(=O)(=O)N(C)C)c3)nc2n1,0,-11,-10,16,-5,29,0.1,16
O=C(Nc1sc2c(c1C(=O)O)CCCC2)c1cccc(Cl)c1,3,-11,-2,29,0,1,6.1,-46
CCOc1cc(NC(=O)c2cccs2)c(OCC)cc1NC(=O)CCC(=O)NCCN1CCOCC1,0,0,-14,8,0,1,-0.8,4
CC1C(c2ccccc2)N(C)C(c2ccccc2)CC1(O)c1ccccc1 (stereo not given),5,22,5,32,-6,27,-1.4,11
Cc1ccc(C(=O)NC(=S)Nc2ccc(-c3ccc(CO)o3)cc2)cc1,8,-15,25,17,6,30,3.6,-39
CCOC(=O)CN1C(=O)C2(OCCCO2)c2ccccc21,0,-1,8,18,1,5,-1.3,16
Cc1ccc(NC2CCCN(C(=O)c3ccc(C)c(N4CCNC4=O)c3)C2)cc1C (stereo not given),-2,10,24,11,3,-1,2.3,5
CCOc1ccc(CCNC(=O)COC(=O)c2ccc(OC(C)C)cc2)cc1OCC,-1,-2,-6,23,-8,-1,0.3,-5
CCOC(=O)c1cc2c(=O)n3ccccc3nc2n(Cc2ccco2)c1=NC(=O)c1ccc(OC)cc1OC,-1,-15,-3,-2,2,16,-2.2,5
O=C(N=C1c2ccccc2CN1c1ccc(F)c(Cl)c1)c1cccnc1Cl,1,-66,4,45,-5,-44,3.0,-56
COC(=O)C1=C(C(=O)OC)[C@@H]2Nc3ccccc3[C@@]23C[C@@H](C(=O)OC)N(C(=O)c2cccs2)C3=N1,8,19,-24,24,0,26,0.2,-15
Cc1cc(NC(=O)CSc2nnc(CNC(=O)c3ccc(C(C)(C)C)cc3)o2)no1,-6,-3,-15,-4,9,-15,1.1,-21
COC(=O)c1cccc(NC(=S)NCc2ccco2)c1,-1,9,16,-8,0,8,-0.7,2
COc1ccccc1C(=O)NNC(=O)C(=O)N1CCCCC1,1,13,7,-9,-4,-6,1.8,-9
CCOc1ccc(N2CC(C(=O)Nc3ccc4c(c3)OCCO4)CC2=O)cc1 (stereo not given),-7,-5,-11,16,0,22,-2.5,-17
Cc1ccc(-n2c(-c3cccnc3)n[nH]c2=S)c(C)c1,-2,-10,-11,-2,0,4,0.9,-12

# Next results follow.
Structure,UPR XBP1 act,Jurkat NFkB inh,APJ antag,tim23-1 inh,APJ ag,Mdm2 MdmX PPI,CHOP UPR activ,697 NFkB inh
Brc1ccc(-c2nnc(-c3cccc(Br)c3)o2)cc1,6,-41,-9,-6,-7,-41,2.3,-48
CCCCCCCC/C=C\CCCCCCCC(=O)NCCO,-1,10,-7,12,0,10,-2.3,8
CCCCC1=CC2=C(c3ccco3)C(=O)C(C)(OC(=O)c3ccc(OC)cc3)C(=O)C2=CN1c1ccccc1 (stereo not given),-1,4,-6,-1,5,13,0.6,5
CCCNC(=O)C(=O)NCC(c1ccc2c(c1)OCO2)N1CCN(c2ccc(F)cc2)CC1 (stereo not given),-5,-10,6,20,-3,-19,-0.6,-32
Cc1ccc(C(=O)CN2C(=O)NC3(CCCCCC3)C2=O)c(C)c1,1,-57,8,1,0,-97,4.9,-79
CN(C)c1ccc(C(CNC(=O)Cc2cccc3ccccc23)N(C)C)cc1 (stereo not given),-4,3,19,1,-4,16,-2.0,-5
CC(Oc1ccc(Br)cc1)C(=O)NCC(C)(C)N1CCOCC1 (stereo not given),-2,-16,-4,15,6,-4,-1.1,4
O=C(/C=C/c1ccco1)Nc1ccc(Oc2ccc(Cl)cc2)cc1,6,34,-26,13,11,55*,0.7,-134
O=C(N1CCOCC1)N(Cc1ccccc1)c1ccccn1,6,-11,-6,10,-1,-8,-1.6,-9
COc1cccc(Nc2nc(-c3sc(NC(=O)c4ccco4)nc3C)cs2)c1,-2,1,-44,38,-6,35,6.0,5
Cc1cc(C)c2c(c1)-c1cc(C)nn1C(c1ccc3c(c1)OCO3)N2 (stereo not given),-1,-4,-3,-4,-3,32,1.6,4
CCN(CC)S(=O)(=O)c1ccc(N/N=C/c2ccc(O)cc2)nc1,-1,4,-1,20,-2,3,0.1,-18
CCOc1cccc(NCc2cc3c(C(C)(C)C)nn(-c4ccccc4)c3[nH]c2=O)c1,-3,8,7,68*,-9,30,1.3,-4
CN(C)N1C(N)=C(C#N)C(c2cccnc2)C2=C1CC(C)(C)CC2=O (stereo not given),-3,-5,6,3,-3,9,1.6,12
COc1ccc(OCC(=O)Nc2cccc(NC(=O)COc3ccc(OC)cc3)n2)cc1,3,-37,-4,-3,2,38,3.7,10
Cc1ccccc1CN1CCNC(=O)C1CC(=O)NCCN1CCCCC1=O (stereo not given),-4,8,20,5,-3,36,-4.5,3
CN(Cc1ccccc1)C(=O)CN(c1ccccc1Cl)S(C)(=O)=O,-1,-2,2,-1,-1,15,0.8,12
CC1CCN(S(=O)(=O)c2ccc(C(=O)Nc3sccc3C(N)=O)cc2)CC1,0,-1,-2,21,-4,3,4.7,-41
COc1cc(OC)c(NC(=O)CS(=O)(=O)Cc2nc(-c3ccc(C)cc3)oc2C)cc1Cl,-2,-1,-6,10,5,35,0.1,-1

# An excerpt of these results, with two lines to a compound:
# Each structure is followed by: UPR XBP1 act	Jurkat NFkB inh	APJ antag	tim23-1 inh	APJ ag	Mdm2 MdmX PPI	CHOP UPR activ	697 NFkB inh
> Cc1cc(C)c2c(c1)-c1cc(C)nn1C(c1ccc3c(c1)OCO3)N2 (stereo not given)
→ -1	-4	-3	-4	-3	32	1.6	4
> CN(Cc1ccccc1)C(=O)CN(c1ccccc1Cl)S(C)(=O)=O
→ -1	-2	2	-1	-1	15	0.8	12
> Cc1ccc(C(=O)CN2C(=O)NC3(CCCCCC3)C2=O)c(C)c1
→ 1	-57	8	1	0	-97	4.9	-79
